# High-throughput results deposited in PubChem BioAssay by Broad Institute.
# S100A4 inh HTS: inhibitors of human S100A4 binding to myosin IIA peptide; P26447; S100A4/TAMRA-MyoIIA peptide fluorescence polarization; inhibition, % at 10.7 µM; 360,000 compounds, 0.14% hits; AID 652163;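 active means mean inhibition of at least 70% across replicates, with every replicate also reaching that level; inconclusive means mean inhibition reaches 70% but some replicates fall short; inactive means mean inhibition below 70%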
# Target sequence (P26447 whole entry, looked up): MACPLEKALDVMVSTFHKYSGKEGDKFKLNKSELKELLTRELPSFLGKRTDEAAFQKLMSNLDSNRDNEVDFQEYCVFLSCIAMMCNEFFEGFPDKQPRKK
#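 Test system: S100A4 monomer protein; Medium: HEPES pH 7.2 with CaCl2, KCl, NaCl, DTT, Triton; Probe or stimulus: TAMRA-labelled myosin IIA heavy-chain peptide probe, 5 nM; Doses: one dose per compound; Times: polarization read 5 min after assay mix addition, stable 5–60 min; Benchmarks: neutral control DMSO, positive control TFP.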
# PAX8 inh HTS: lowers PAX8-driven luciferase in RMG-I cells; AID 652154; 360,000 compounds, 1.2% hits; inhibition, % at 12.6 µM; RMG-I TPO-luciferase reporter, SteadyGlo, 24 h;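 active means mean replicate inhibition at least 60% with every replicate also reaching 60%; inconclusive means only one of the two criteria is met; inactive means mean below 60% and not all replicates reaching 60%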;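 further: luciferase light reporting Pax8 driven TPO promoter activity; plate controls were median of neutral control wells for no effect and mitoxantrone controls for full effect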
# LGR2 antag: blocks bursicon-induced cAMP signaling via Drosophila LGR2. HEK293 LGR2, CRE-luciferase, bursicon-stimulated, 4 h. inhibition, % at 9.99 µM. 380,000 compounds, 0.35% hits;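 active means drop in luminescence signal, shown as inhibition above about 50% in the replicate tests, limit read from the data, passing the limit was not always enough; inconclusive means probably only some replicates passing the limit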;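 further: agonist challenge used bursicon conditioned medium at about half maximal strength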
# PglD inh: PglD (C. jejuni) enzyme inhibition | purified PglD enzyme, DTNB colorimetric CoA detection | inhibition, % at 12.5 µM | 360,000 compounds, 0.098% hits | AID 602405; in the data active means inhibition above about 16%, passing the limit was not always enough; inconclusive means no clear call, values can overlap the other calls; further: strong numbers were not always called active
# FN deposit inh: fibronectin deposition inhibition; AH1F fibroblasts, Alexa488-fibronectin deposition fluorescence, overnight; 350,000 compounds, 0.086% hits; inhibition, % at 12.6 µM;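 active means mean inhibition across replicates of 30% or more, regardless of how many single replicates reach that level; inconclusive means mean under 30% yet at least half of replicates reach 30%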;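 further: positive control wells lacked labelled fibronectin entirely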
#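 Material: AH1F fibroblast monolayer depositing Alexa488-labelled fibronectin into matrix | Input: 10000 AH1F cells/well | Medium: DMEM plus 2% serum, read in PBS | Reagent: Alexa488-fibronectin, 24 nM final in well | Compound dosing: One dose per compound, pinned | Schedule: 1 h adhesion, overnight exposure | Measured by: Fluorescence at 485 nm excitation, 525 nm emission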
# PGC1a acetyl inh: lowers PGC1a acetylation signal in U2OS cells | AlphaScreen anti-acetyl-lysine; with virally co-expressed GCN5 acetyltransferase | inhibition, % at 15.6 µM | 350,000 compounds, 0.17% hits;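 active means every replicate shows inhibition of at least 40%; inconclusive means mean inhibition at least 40% but some replicate below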;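 further: 0% = neutral control wells and 100% = positive control wells; some results beyond the cut were filed as inactive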
# EWS-Fli block: inhibitors of EWS/Fli oncoprotein transcriptional activity. A673 NR0B1-luciferase reporter, viability-normalised. inhibition, % at 12.6 µM. 350,000 compounds, 0.67% hits. AID 651661;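 active means mean inhibition of at least 50% after viability correction, with every replicate also passing that limit; inconclusive means mean reaches 50% but only one of two replicates passes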;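 further: firefly luciferase signal divided by Alamar Blue viability fluorescence both relative to DMSO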
# ERAP1 HTS inh: blocks human ERAP1 aminopeptidase activity | AID 652197 | Q9NZ08 | 340,000 compounds, 0.15% hits | inhibition, % at 10.7 µM | recombinant ERAP1, Leu-AMC fluorescence, 60 min;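 active means mean replicate inhibition of at least 30%, or all replicates individually reaching that 30% level; inactive means mean below 30% and not every replicate reaching it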;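 further: 0% = neutral control wells and 100% = L-leucinethiol positive control wells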
# Target sequence (Q9NZ08 whole entry, looked up): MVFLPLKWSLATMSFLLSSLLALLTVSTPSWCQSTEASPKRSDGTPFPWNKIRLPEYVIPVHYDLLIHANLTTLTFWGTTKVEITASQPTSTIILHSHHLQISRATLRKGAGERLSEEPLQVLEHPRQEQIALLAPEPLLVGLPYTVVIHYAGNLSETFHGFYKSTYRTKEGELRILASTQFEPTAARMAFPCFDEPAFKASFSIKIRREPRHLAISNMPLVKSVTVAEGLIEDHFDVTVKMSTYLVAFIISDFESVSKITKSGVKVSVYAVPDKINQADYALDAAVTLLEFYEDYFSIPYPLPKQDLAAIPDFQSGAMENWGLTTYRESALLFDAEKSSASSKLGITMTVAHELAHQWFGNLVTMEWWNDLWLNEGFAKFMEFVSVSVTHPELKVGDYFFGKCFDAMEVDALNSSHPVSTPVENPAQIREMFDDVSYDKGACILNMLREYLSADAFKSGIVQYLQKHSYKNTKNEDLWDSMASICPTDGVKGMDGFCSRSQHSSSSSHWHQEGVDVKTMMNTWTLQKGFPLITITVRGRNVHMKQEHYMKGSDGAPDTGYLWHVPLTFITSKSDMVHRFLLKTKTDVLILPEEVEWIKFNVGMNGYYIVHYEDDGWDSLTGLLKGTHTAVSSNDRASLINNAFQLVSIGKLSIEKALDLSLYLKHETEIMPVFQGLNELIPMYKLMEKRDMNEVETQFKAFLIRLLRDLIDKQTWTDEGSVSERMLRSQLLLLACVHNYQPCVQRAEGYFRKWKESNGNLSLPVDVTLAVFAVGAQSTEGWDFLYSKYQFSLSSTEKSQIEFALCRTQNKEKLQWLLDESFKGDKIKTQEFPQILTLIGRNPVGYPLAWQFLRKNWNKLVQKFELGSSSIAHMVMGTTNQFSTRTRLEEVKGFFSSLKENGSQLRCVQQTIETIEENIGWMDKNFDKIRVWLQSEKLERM
# * marks the source's active call; other numbers are inactive results; ? = inconclusive; / = no result given. These rows are one share of the data, so the mix of outcomes need not match the whole.
SMILES,S100A4 inh HTS,PAX8 inh HTS,LGR2 antag,PglD inh,FN deposit inh,PGC1a acetyl inh,EWS-Fli block,ERAP1 HTS inh
CCCCCCOC(=O)c1ccccc1N,/,-133,/,-3,-2,14,/,/
Cc1cccc(N=Cc2c(O)n(-c3ccccc3C)c(=O)[nH]c2=O)c1,-14,/,-4,-1,/,3,11,2
Cn1cccc1/C=C1\C(=O)NC(=O)N(Cc2ccccc2Cl)C1=O,1,-15,20,/,18,/,-8,0
COc1ccccc1C(=O)C1CCCN(Cc2cnc(C)s2)C1 (stereo not given),1,-62,10,-1,-2,9,7,2
CC(C)(C)C(=O)O[C@H]1CC[C@@]2(C)C(=CC(=O)C3C2CC[C@]2(C)C(=O)CCC32)C1 (stereo not given in full),-2,11,9,-3,4,2,-2,-3
CC(=O)Nc1cc(C(=O)N2CCC3(CC2)OCCO3)ccc1S(=O)(=O)c1ccc(C)cc1,-4,/,-6,6,/,/,/,3
NC(=O)c1ccsc1NC(=O)COC(=O)Cc1ccccc1,-4,-9,-3,3,-7,-3,8,0
CCOC(=O)c1c(C)n(Cc2ccccc2)c2ccc(O)cc12,4,6,-1,/,-1,-2,10,1
CC1CCCCC1NC(=O)CNC(=S)N1CC2CC(C1)c1cccc(=O)n1C2 (stereo not given),1,-7,9,2,-9,-1,/,-1
COc1ccc(-n2c(SCCN(C)C)nc3ccccc3c2=O)cc1,-2,4,0,/,1,/,6,-1
Cc1ccc(C(=O)c2cc(Br)ccc2N)cc1,-1,-26,-125,/,-4,/,-65,6
COc1ccc(C(=O)OC2CC[C@@]3(C)C4CCC5[C@]6(O)CC(O)[C@@]7(O)C(CN8CC(C)CCC8[C@@]7(C)O)[C@]6(O)C[C@@]53O[C@]24O)cc1OC (stereo not given in full),8,1,5,1,-7,/,7,-2
CCN(CC(=O)Nc1ccc(NC(C)=O)cc1)C(=O)CSC(c1ccccc1)c1ccccc1,-16,2,-3,4,3,/,-4,0
CC(C)(C)C(=O)O[C@H]1CC[C@@]2(C)C(=CC(=O)C3C2CC[C@]2(C)C(=O)[C@H](O)CC32)C1 (stereo not given in full),9,7,13,-3,5,-1,2,-1
O=[N+]([O-])c1ccc(C2[C@H]3C(c4ccccc4)=NC4(CCCCC4)N23)cc1 (stereo not given in full),-3,4,-1,/,/,/,9,4
COC(=O)C1=C(c2cc3ccccc3s2)C[C@@H]2CC[C@H]1N2C(=O)NCc1ccc(C(F)(F)F)cc1,-1,66*,38,3,-6,/,7,-5
COC(=O)C1=C(c2cc3ccccc3s2)C[C@@H]2CC[C@H]1N2C(=O)N1CCCC1,-7,16,7,1,5,/,-5,2
O=C(O)c1ccccc1NC(=O)N1C[C@H]2C[C@@H](C1)c1cccc(=O)n1C2,-3,/,6,8,/,-8,0,0
C=CCn1c(O)c(/C(C)=N/N2CCCCCC2)c(=O)[nH]c1=O,4,-13,-4,/,-8,/,7,/
COC(=O)C(O)(c1ccc(NC(=O)c2cccs2)cc1)C(F)(F)F (stereo not given),-1,-68,-47,-5,0,3,-62,1
O=c1c2ccccc2[nH]c(=S)n1-c1cccc(Cl)c1,13,-28,5,0,-1,/,8,1
Cn1c(=O)oc(=O)c2ccccc21,3,9,-13,4,9,-25,-5,-1
Cc1ccc(-n2c(O)c(C=NCc3ccccn3)c(=O)[nH]c2=S)cc1,-3,6,-4,/,7,3,5,1
CN(C)C(=O)Oc1ccc(Cl)c2cccnc12,1,10,12,5,11,-6,1,-1
O=c1[nH]c(=S)[nH]c(O)c1C(c1ccccn1)c1c(O)[nH]c(=S)[nH]c1=O,-1,-2,8,/,3,-19,-9,6
CC1CN=C(NC(C)c2ccccc2)S1 (stereo not given),-3,-10,-12,-3,-13,/,-3,-1
COC(C)(C)CCCC(C)C/C=C/C(C)=C/C(=O)OC(C)C (stereo not given),53,/,11,-3,/,-4,-2,2
CCCCCc1nc2ccccc2c(=O)n1-c1ccccc1[N+](=O)[O-],3,-5,14,-4,/,-1,8,0
Clc1ccc(NC2=NCCCS2)cc1Cl,-1,-17,-20,-1,5,/,-26,-1
CNC(=O)OCCc1n(C)cc[n+]1C,-6,3,-11,-7,0,/,-7,102*
CCOc1cc2c(cc1OCC)-n1cccc1C(c1ccc(OC)c(OC)c1)NC2 (stereo not given),3,-2,-6,9,12,0,10,-1
c1cncc(CNCCc2c[nH]c3ccccc23)c1,2,-6,18,0,1,1,11,1
CC(=O)N(C)CC#CCN1CCCC(CO)C1 (stereo not given),-1,25,1,3,-5,2,-13,2
CC(=O)Nc1ccccc1OP1(=O)COc2ccccc2OC1,6,-6,2,2,11,1,/,3
CC(=O)OC1CCC2(C)C(CC(=O)C3C2CCC2(C)C(OC(C)=O)CCC32)C1 (stereo not given),1,-5,9,/,-10,-1,6,0
CC[C@]12CCN(CC3(O)CC3)C(Cc3ccc(O)cc31)C2(C)C,3,/,10,/,/,/,-5,-5
CN1CCCC(C(O)(c2ccccc2)c2ccccc2)C1 (stereo not given),0,-7,16,3,-8,1,-3,6
Cn1c(O)c(/C=C2/C=CC=N2)c(=O)[nH]c1=O,13,-8,-10,/,13,5,2,6
O=C1NC(=S)NC(=O)C1=Cc1ccc(Br)s1,-40,7,9,11,5,-2,41,4
Cn1cc(NC(=O)CCl)cn1,-3,-10,17,/,-17,-11,17,8

# Pulled by structure from the list above:
SMILES,S100A4 inh HTS,PAX8 inh HTS,LGR2 antag,PglD inh,FN deposit inh,PGC1a acetyl inh,EWS-Fli block,ERAP1 HTS inh
COC(C)(C)CCCC(C)C/C=C/C(C)=C/C(=O)OC(C)C (stereo not given),53,/,11,-3,/,-4,-2,2
CC(=O)OC1CCC2(C)C(CC(=O)C3C2CCC2(C)C(OC(C)=O)CCC32)C1 (stereo not given),1,-5,9,/,-10,-1,6,0

# Continuation:
SMILES,S100A4 inh HTS,PAX8 inh HTS,LGR2 antag,PglD inh,FN deposit inh,PGC1a acetyl inh,EWS-Fli block,ERAP1 HTS inh
CC(C)N1CCN(Cc2ccccc2C(F)(F)F)CC1CCO (stereo not given),-1,-4,19,/,-1,-8,10,-7
Cc1ccc(-c2nc3ccccc3c(=O)n2-c2cccc(O)c2)cc1,-5,18,13,/,5,0,9,-1
CCOC(=O)[C@]12Cc3c(cc(OC)c(OC)c3OC)[C@H]1N(Cc1ccccc1)C(=O)c1ccccc12,-1,22,4,0,1,-12,4,-2
CCN(CC)C(=O)[C@@H]1C=C2c3cccc4[nH]c(Br)c(c34)C[C@H]2N(C)C1,8,/,10,/,/,/,-3,-4
COC(=O)C1=C(c2ccccc2OCc2ccccc2)C[C@@H]2CC[C@H]1N2C(=O)NCc1cccc(F)c1,0,32,8,-3,3,-39,12,1
CN1CCN(c2ccc([N+](=O)[O-])c(Sc3nncn3C)c2)CC1,3,11,2,/,-1,/,-14,5
COC(=O)C1C(OC(=O)c2ccccc2)CC2CCC1[N+]2(C)C (stereo not given),-1,/,-4,/,/,/,2,51*
COc1cc(/C=C2/C(=O)NC(=O)N(c3ccc(C)cc3)C2=O)cc(OC)c1OC,0,7,3,7,-4,5,0,/
COCCn1cc(C(=O)N2CCC3(CC2)OCCO3)c2c3ccccc3n(C)c2c1=O,/,/,-1,-1,2,-5,/,/
CC1C2Cc3ccc(O)cc3C1(C)CCN2CC1CC1 (stereo not given),16,/,11,/,/,/,-1,-3
COC(=O)C1=C(c2ccc(S(C)(=O)=O)cc2)C[C@@H]2CC[C@H]1N2C(=O)NC(C)C,2,-10,-15,-8,5,7,-10,-1
ClC(Cl)(Cl)c1ccccc1,3,/,-3,-4,/,1,-2,3
COc1ccc(-n2nnnc2C(C2CC2)N2CCC(n3c(=O)[nH]c4ccccc43)CC2)cc1 (stereo not given),-3,20,10,2,24,-4,2,0
CN(C)C(CNC(=O)Cc1ccc(Br)cc1)c1ccccc1 (stereo not given),-4,-11,17,-2,4,/,-1,0
O=[N+]([O-])[N-][n+]1cnn(Cc2ccccc2)c1,-3,-6,8,/,-13,4,-1,-5
Cc1cccc(N2C(=O)NC(=O)/C(=C\c3ccc(N4CCOCC4)cc3)C2=O)c1,-13,-10,/,/,-4,7,-10,2
N#Cc1ccccc1Cn1cc(C(=O)C2CC2)c2ccccc21,/,-6,/,3,-2,5,/,/
O=c1cccc2n1C[C@@H]1C[C@@H]2CN(CC(O)c2ccc([N+](=O)[O-])cc2)C1 (stereo not given in full),-3,-7,5,8,10,/,1,-4
CCN(CC)C(=O)N[C@H]1C[C@@H]2c3cccc4[nH]cc(c34)C[C@H]2N(C)C1,10,-7,-16,7,-9,/,4,-43
Cc1cc(Cl)ccc1OCCCC(=O)NCc1cccs1,/,6,7,4,/,-9,/,/
Cn1cccc1/C=C1/C(=O)NC(=S)N(Cc2ccc(F)cc2)C1=O,-13,3,14,3,-6,-4,0,6
CC1CCCN(c2ccc(C(=O)N3CCC4(CC3)OCCO4)cc2[N+](=O)[O-])C1 (stereo not given),5,-12,-4,14,-4,-9,-2,-2
CCC(=NCc1ccco1)c1c(O)n(-c2ccc(OC)cc2)c(=O)[nH]c1=O,/,11,/,3,1,3,/,/
CCN1CC2C3CCC(C)(O3)C2C1 (stereo not given),5,3,-1,/,6,/,-4,-7
COc1ccccc1OCCCn1cc(C(=O)C2CC2)c2ccccc21,-4,-81,-15,/,/,-17,13,0
O=C(NCCO)c1nsnc1NCCCl,10,9,-20,/,9,1,7,2
Cc1cccc(OC(=O)N2CCOCC2)c1,/,-13,/,-1,13,-4,/,/
Cc1cccc(OCC(=O)N2CCN(Cc3cccnc3)CC2)c1,-1,6,5,/,-4,-2,-6,0
Clc1ccc([C@@H]2CC3CCC2N3)cn1 (stereo not given in full),-3,/,7,/,/,/,-1,-4
COC(=O)C1=C(c2c(C)noc2C)C[C@@H]2CC[C@H]1N2C(=O)NCc1ccc(C(F)(F)F)cc1,-8,-1,4,-2,21,7,-4,0
O=c1[nH]c(=S)n(Cc2ccc(F)cc2)c(O)c1C=NCc1ccc2c(c1)OCO2,-12,1,-13,/,-17,/,16,/
N#Cc1cccc(-c2ccc([C@@H]3[C@@H](CO)N4CCCCN(C(=O)Cc5ccncc5)C[C@H]34)cc2)c1,-6,10,-8,4,/,3,/,2
COC(=O)[C@H]1[C@H](CO)[C@H]2Cn3c(ccc(-c4cccc(F)c4)c3=O)[C@@H]1N2Cc1ccncc1,1,3,5,1,-3,-4,1,4
CCCCCN1C(=O)c2ccccc2[C@@]2(C(=O)OCC)Cc3cc(Cl)ccc3[C@@H]12,-1,11,?,/,-3,/,9,1
O=[N+]([O-])c1ccc(C[n+]2c(-c3ccccc3)cc(-c3ccccc3)cc2-c2ccccc2)cc1,6,79*,9,6,3,/,2,1
O=C(Cc1c(Cl)cccc1Cl)N1CCN(Cc2ccccc2)CC1,-8,-3,3,3,3,5,-2,-2
